# HKDC1 inhibitor = HKDC1 hexokinase inhibitors, primary screen, biochemical, fluorescence, uHTS. actives 0.16% (n = 340,000). inhibition, % at 20 µM. recombinant HKDC1, G6PDH/diaphorase resazurin coupled fluorescence. Q2TB90;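 active = inhibition above about 35% when tested at 20 µM, limit read from the data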;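 also: plate controls were DMSO wells with enzyme for no effect and DMSO wells lacking enzyme for full effect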
# Target sequence (Q2TB90 whole entry, looked up): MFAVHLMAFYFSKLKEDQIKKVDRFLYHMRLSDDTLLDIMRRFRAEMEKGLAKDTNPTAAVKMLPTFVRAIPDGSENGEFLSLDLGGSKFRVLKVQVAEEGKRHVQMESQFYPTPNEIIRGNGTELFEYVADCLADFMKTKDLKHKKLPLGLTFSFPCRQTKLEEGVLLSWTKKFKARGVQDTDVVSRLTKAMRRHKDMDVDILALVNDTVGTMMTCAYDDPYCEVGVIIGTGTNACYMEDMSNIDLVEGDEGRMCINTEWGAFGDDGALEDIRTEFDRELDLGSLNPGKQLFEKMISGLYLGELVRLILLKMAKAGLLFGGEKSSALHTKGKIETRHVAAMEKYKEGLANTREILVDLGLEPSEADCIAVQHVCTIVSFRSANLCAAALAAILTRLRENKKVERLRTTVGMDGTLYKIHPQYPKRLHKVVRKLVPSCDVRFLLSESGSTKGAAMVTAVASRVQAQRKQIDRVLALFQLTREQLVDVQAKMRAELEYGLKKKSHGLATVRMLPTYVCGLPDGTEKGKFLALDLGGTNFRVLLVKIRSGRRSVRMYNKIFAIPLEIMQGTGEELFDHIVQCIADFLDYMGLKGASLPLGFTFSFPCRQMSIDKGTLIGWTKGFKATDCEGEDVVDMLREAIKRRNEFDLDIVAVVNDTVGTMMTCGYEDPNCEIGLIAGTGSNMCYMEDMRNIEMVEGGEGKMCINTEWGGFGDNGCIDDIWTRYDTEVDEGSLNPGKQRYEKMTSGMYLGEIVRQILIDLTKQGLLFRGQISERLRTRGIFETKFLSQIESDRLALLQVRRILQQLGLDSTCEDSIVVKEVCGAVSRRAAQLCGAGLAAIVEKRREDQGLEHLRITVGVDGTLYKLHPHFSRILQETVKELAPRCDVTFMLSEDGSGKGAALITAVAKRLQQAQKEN
#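 Incubation: 90 min at room temperature in dark / Material: recombinant HKDC1 (HK5) hexokinase enzyme, produced in-house / Quantity: enzyme 5 µg/mL final / Compound: one dose of 20 µM, 1% DMSO / Reagent: glucose and ATP substrates / Buffer or medium: Tris pH 8.0 buffer with MgCl2, Tween-20, BSA, BME / Technique: resorufin fluorescence at 613 nm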
# PfG6PD inh = PfG6PD enzyme inhibitors, primary screen, biochemical, fluorescence intensity, uHTS; actives 0.78% (n = 350,000); inhibition, % at 20 µM; PfGluPho enzyme, NADPH resazurin-diaphorase fluorescence; AID 504690, 2011;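 active = inhibition reaching at least a set limit at 20 µM in the primary screen, cut at about 59% in these data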;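 also: 0% = DMSO wells with substrate and 100% = DMSO wells lacking glucose-6-phosphate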
# SENP8 block-1 = human SENP8 protease inhibitors, primary screen, biochemical, fluorescence, Nedd8 protein substrate, uHTS. Sentrin-specific protease 8 (Homo sapiens), Q96LD8. actives 0.64% (n = 360,000). inhibition, % at 20 µM. recombinant SENP8. AID 602440, 2012; in the data active = inhibition mostly above about 40%, no sharp cut-off; inactive = mostly below about 27%
# SENP1 inh = human SENP1 catalytic domain inhibitors, primary screen, biochemical, FRET, uHTS. Sentrin-specific protease 1 (Homo sapiens), Q9P0U3. recombinant SENP1 catalytic domain, CyPet-SUMO1-YPet FRET cleavage. inhibition, % at 10 µM. actives 0.21% (n = 360,000). AID 624204, 2012;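 active = inhibition at least 30% at 10 µM, raw YFP signal under a set limit, fluorescence ratio 0.5 to 1.5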;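 also: 0% = enzyme with DMSO and 100% = no enzyme wells; some results filed as inactive read as strong as hits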
#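 Material: hSENP1 catalytic domain, recombinant; medium: Tris pH 8 with BME, BSA, NP40 and catalase; compound: single concentration of 10 µM compound, 0.5% DMSO final; technique: FRET read of cyan and yellow fluorescence; timing: 50 min enzyme reaction, room temperature, light-protected; reagent: SFCypet-SUMO1-SFYpet substrate at 25 nM; control set: no-enzyme low, enzyme-DMSO high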
# NALP3 yeast inh = NALP3 inflammasome inhibitors in reconstituted yeast, primary screen, luminescence, uHTS; Yeast reconstituted NLRP3/ASC/caspase-1, beta-gal luminescence, 24 h; inhibition, % at 10 µM; actives 0.39% (n = 330,000); AID 2825, 2010;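 active = inhibition of 50% or more; inactive = inhibition below 50%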;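 also: plate controls were induced DMSO wells for no effect and uninduced yeast grown without galactose for full effect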
# SENP8 block-2 = SENP8 protease inhibitors, primary screen, biochemical, luminescence. Sentrin-specific protease 8 (Homo sapiens), Q96LD8. inhibition, % at 10 µM. AID 2540, 2010. purified SENP8, Z-RLRGG-aminoluciferin cleavage. actives 1.2% (n = 330,000); in the data active = inhibition above about 50%
# SENP7 block = SENP7 protease inhibitors, primary screen, biochemical, luminescence, uHTS. Sentrin-specific protease 7 (Homo sapiens), Q9BQF6. recombinant SENP7, Z-RLRGG-aminoluciferin luminescence, 40 min. inhibition, % at 5 µM. actives 1.5% (n = 330,000). AID 434973, 2010;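 active = inhibition above about 50% at the single test dose, limit read from the data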;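 also: plate controls were DMSO with enzyme for no effect and no enzyme buffer wells for full effect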
# Apaf1 inhib = inhibitors of human Apaf-1 apoptosome, primary screen, biochemical, DEVD-Rh110 fluorescence, uHTS. Apoptotic protease-activating factor 1 (Homo sapiens), O14727. reconstituted apoptosome caspase-3 activity. inhibition, % at 20 µM. actives 0.71% (n = 330,000). AID 489030, 2010; active = inhibition of at least 40% at 20 µM;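 also: plate controls were DMSO wells for no effect and DEVD-CHO caspase inhibitor wells for full effect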
#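 System: Apoptosome proteins | Medium: Hepes pH 7.5 with detergent and BSA | Also added: Cytochrome c trigger plus (Z-DEVD)2-Rh110 caspase-3 substrate | Incubation: 30 min compound preincubation, 50 min activation, room temperature | Detection: Rhodamine 110 fluorescence at Ex 480/Em 540 nm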
# SENP6 inh = SENP6 protease inhibitors, primary screen, biochemical, luminescence, uHTS | AID 2599, 2010 | inhibition, % at 10 µM | actives 1.8% (n = 330,000) | Recombinant SENP6 catalytic domain, aminoluciferin luminescence | Sentrin-specific protease 6 (Homo sapiens), Q9GZR1;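 active = inhibition above about 50% at the single tested dose, limit read from the data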;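 also: plate controls were DMSO wells with enzyme for no effect and DMSO wells lacking enzyme for full effect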
# * = called active by the depositor; x = not tested or not shown.
# Preview (eight entries):
item	SMILES	HKDC1 inhibitor	PfG6PD inh	SENP8 block-1	SENP1 inh	NALP3 yeast inh
1	CCCN(CCC)Cc1c(C(=O)N/N=C/c2c[nH]c3ccccc23)nnn1-c1nonc1N	9	24	-67	-3	1
2	Cc1c(Cl)cc(-n2cnnn2)cc1[N+](=O)[O-]	2	-10	8	2	-1
3	C(=N\Nc1nc2ccccc2s1)/c1ccco1	-2	20	-9	-9	15
4	Cc1ccccc1Cn1c(-c2ccc(=O)[nH]c2)nc2ccccc21	1	1	-27	-3	6
5	CC(C)(C)OC(=O)N1CCN(c2ccc([N+](=O)[O-])cc2)CC1	3	-28	12	2	40
6	Cc1cccc(OCCCC(=O)O)c1	-3	-9	10	1	11
7	N#Cc1cccc(NC(=O)CSc2ccc3c4c(cccc24)C(=O)c2ccccc2-3)c1	11	-17	16	-19	x
8	C=CC[C@@H](CC(=O)N[C@@H](CO)Cc1ccccc1)C(=O)N[C@H](COC(=O)[C@@H](CC=C)Cc1ccc(F)cc1)C(C)(C)C	3	23	13	1	5

item	SENP8 block-2	SENP7 block	Apaf1 inhib	SENP6 inh
1	-2	4	20	5
2	4	1	4	-11
3	83*	90*	-5	93*
4	0	7	8	-7
5	-16	-1	8	-30
6	-14	-10	8	-3
7	x	x	x	x
8	-14	-3	25	-22

# This part in full, from the first entry:
item	SMILES	HKDC1 inhibitor	PfG6PD inh	SENP8 block-1	SENP1 inh	NALP3 yeast inh
1	CCCN(CCC)Cc1c(C(=O)N/N=C/c2c[nH]c3ccccc23)nnn1-c1nonc1N	9	24	-67	-3	1
2	Cc1c(Cl)cc(-n2cnnn2)cc1[N+](=O)[O-]	2	-10	8	2	-1
3	C(=N\Nc1nc2ccccc2s1)/c1ccco1	-2	20	-9	-9	15
4	Cc1ccccc1Cn1c(-c2ccc(=O)[nH]c2)nc2ccccc21	1	1	-27	-3	6
5	CC(C)(C)OC(=O)N1CCN(c2ccc([N+](=O)[O-])cc2)CC1	3	-28	12	2	40
6	Cc1cccc(OCCCC(=O)O)c1	-3	-9	10	1	11
7	N#Cc1cccc(NC(=O)CSc2ccc3c4c(cccc24)C(=O)c2ccccc2-3)c1	11	-17	16	-19	x
8	C=CC[C@@H](CC(=O)N[C@@H](CO)Cc1ccccc1)C(=O)N[C@H](COC(=O)[C@@H](CC=C)Cc1ccc(F)cc1)C(C)(C)C	3	23	13	1	5
9	O=S(=O)(c1cccc(F)c1)N1CCc2sccc2C1c1ccc(OC(F)(F)F)cc1 (stereo unspecified)	2	1	8	-5	7
10	Cc1c(C(=O)N(C)C(C)c2ccncn2)oc2c(F)cccc12 (stereo unspecified)	3	1	8	-1	22
11	O=C(Cn1nc(-c2ccc(Cl)cc2)ccc1=O)NCc1ccc2c(c1)OCO2	-4	-10	11	1	16
12	O=C(c1cnn(-c2cccc(F)c2)c1)c1ccccc1O	-2	8	12	1	34
13	O=C(CSc1nccc(-c2cccs2)n1)Nc1cccc(Cl)c1Cl	0	8	10	-2	31
14	Cc1ccc(S(=O)(=O)Nc2ccc(C(=O)N3CCN(c4ccccc4O)CC3)cc2)cc1[N+](=O)[O-]	8	-15	4	1	2
15	O=C(NCc1cccs1)C1CCN(c2ccc(S(=O)(=O)N3CCOCC3)cc2Cl)CC1	4	-3	6	-2	-2

item	SENP8 block-2	SENP7 block	Apaf1 inhib	SENP6 inh
1	-2	4	20	5
2	4	1	4	-11
3	83*	90*	-5	93*
4	0	7	8	-7
5	-16	-1	8	-30
6	-14	-10	8	-3
7	x	x	x	x
8	-14	-3	25	-22
9	-2	4	1	2
10	-2	-4	-1	0
11	1	-3	14	13
12	58*	68*	13	71*
13	0	1	-13	-6
14	-11	-13	21	-9
15	-9	7	0	-14

# (list continues)
item	SMILES	HKDC1 inhibitor	PfG6PD inh	SENP8 block-1	SENP1 inh	NALP3 yeast inh
16	O=[N+]([O-])c1ccc2oc(-c3ccccc3)nc2c1	-9	0	0	1	9
17	O=C(N/N=C/c1ccc[nH]1)c1ccccc1[N+](=O)[O-]	-12	6	17	0	-1
18	CC(C)CC(O)C1CCN(C(=O)CCc2nnc(-c3ccc4c(c3)OCO4)o2)CC1 (stereo unspecified)	-8	-1	-2	0	22
19	COc1cccc(-c2nnc3n2N=C(c2cccc(Br)c2)CS3)c1	-8	-8	13	1	0
20	O=C(NCc1cccnc1)C1CC(=O)N(CCc2ccccc2)C1 (stereo unspecified)	4	6	6	1	16
21	CC1=C(C)CC(C(=O)NNC(=O)c2cccc(Cl)c2)C(C(=O)O)C1 (stereo unspecified)	-12	-21	22	1	13
22	COc1ccc2cnnc(SCC(=O)Nc3ccc(C(C)=O)cc3)c2c1OC	-3	1	-36	3	3
23	Cc1nc(Cl)c(C(=O)NC(C)(C)C)c(C)c1Cl	7	-4	16	1	8
24	COc1cc(NC(=O)c2ccnc(N)c2)cc(C(=O)Nc2cccc(C(F)(F)F)c2)c1	16	20	-124	-2	22
25	C[C@@]12CC[C@H]3OC(=O)C=C3C1CC[C@@]13CC(CCC12)[C@](CO)(O[C@H]1O[C@H](CO)[C@@H](O)[C@H](O)[C@H]1O)C3 (stereo partly specified)	-6	1	22	-3	5
26	Cc1nc(N[C@@H](Cc2c[nH]c3ccccc23)C(=O)O)c2oc3ccccc3c2n1	-8	12	x	x	1
27	Cc1ccc(-c2nnn(CC(=O)N(c3ccccc3F)C(C(=O)NCC3CCCO3)c3c[nH]c4ccccc34)n2)cc1 (stereo unspecified)	3	35	-3	0	-6
28	Cc1ccnc(SCC(=O)c2ccc(Br)s2)n1	-9	28	0	1	24
29	Cc1cc(C)nc(SCc2ccc(C(=O)N/N=C/c3ccccc3C(=O)O)cc2)n1	-1	2	2	3	9
30	COc1ccccc1OCc1csc(N)n1	3	-13	13	2	0

item	SENP8 block-2	SENP7 block	Apaf1 inhib	SENP6 inh
16	39	77*	-3	45
17	-6	5	-10	-5
18	-8	1	6	-10
19	-2	1	-7	-9
20	-9	-9	4	1
21	-12	-2	3	-14
22	7	1	-1	-3
23	-5	1	1	4
24	0	-9	-261	-11
25	-4	-5	3	14
26	-10	-4	1	-9
27	-8	0	35	-12
28	-7	4	-6	6
29	-1	-2	5	-15
30	-6	-4	-1	-20

# Later entries:
item	SMILES	HKDC1 inhibitor	PfG6PD inh	SENP8 block-1	SENP1 inh	NALP3 yeast inh
31	O=[N+]([O-])c1ccc(OCc2cccc(COc3ccc([N+](=O)[O-])cc3)n2)cc1	-5	1	13	2	0
32	CC(=O)c1cc(NC(=O)c2ccccc2)c(=O)oc1/C=C/N(C)C	3	7	4	-34	25
33	CC(=O)c1c(C)nc(-c2ccc(Cl)cc2)nc1N=CN(C)C	25	17	-25	-22	17
34	COc1ccccc1NC(=O)CSc1nnc(COc2ccc(Cl)cc2)n1Cc1ccco1	8	1	0	-2	12
35	CNC(=O)C(=O)NCCC1CCCCN1S(=O)(=O)c1cccs1 (stereo unspecified)	-3	-4	2	-1	-1
36	Cc1cccc(NC(=O)CN2CCC(C(=O)c3ccc4c(c3)OCCO4)CC2)c1	-5	12	10	1	11
37	O=C(Cc1ccccc1F)NCC(=O)Nc1ccccc1Br	-8	9	14	2	-4
38	CCO[C@H]1OC(C(=O)NCc2nc3ccccc3[nH]2)=C[C@@H](C2CC2)[C@@H]1CCCO	-8	-8	6	1	6
39	O=C(COc1ccc(Cl)cc1)NCc1nnc(SCC(=O)NCC2CCCO2)o1 (stereo unspecified)	-1	-8	13	1	-1
40	CCN(CC(=O)NC(C)C)C(=O)CCNC(=O)c1ccc(Cl)cc1	-6	17	3	4	4
41	Cc1cc(=O)c(C(=O)O)nn1-c1ccccc1	-14	-6	4	1	3
42	O=C(c1ccc2c(c1)OCO2)C1CCCN(Cc2c(F)ccc(F)c2F)C1 (stereo unspecified)	9	6	14	1	26
43	Cc1cccc(NC(=O)COc2nsnc2N2CCOCC2)c1	8	-2	2	0	-4
44	COc1cc(=O)[nH]c(SCc2c(F)c(F)c(F)c(F)c2F)n1	-7	-8	8	1	28
45	CC[C@]12c3[nH]c4ccccc4c3CCN1C(=O)C(CC(=O)NC/C=C(\C)CCC=C(C)C)C[C@@H]2C(=O)N1CCN(C(=O)c2ccco2)CC1 (stereo partly specified)	2	20	11	2	10

item	SENP8 block-2	SENP7 block	Apaf1 inhib	SENP6 inh
31	0	-2	-13	-6
32	-7	0	3	-6
33	-9	-8	16	-2
34	-2	-2	28	6
35	-3	-13	11	-12
36	3	6	18	-14
37	-8	-2	2	-4
38	-3	-1	-3	-8
39	4	7	-4	-2
40	-3	0	-11	-4
41	8	-5	-20	-18
42	-8	-4	7	2
43	-4	0	-2	-27
44	3	-6	-12	-1
45	1	-7	22	-2

# Other records follow.
item	SMILES	HKDC1 inhibitor	PfG6PD inh	SENP8 block-1	SENP1 inh	NALP3 yeast inh
46	Cc1ccc(CNC(=O)C(CCC(N)=O)NC(=O)OCc2ccccc2)cc1 (stereo unspecified)	-5	1	11	1	-1
47	CCOC(=O)C1CCN(c2nc(-c3ccccc3)nc3c2oc2ccccc23)CC1	7	8	-96	1	10
48	CCc1ccc(-c2cc(C(F)(F)F)n3nc(C(=O)Nc4cnn(Cc5ccccc5C)c4)cc3n2)s1	-13	0	-302	-25	25
49	CC1(C)C2CC=C(/C=N/NC(=O)c3ccccc3Br)C1C2 (stereo unspecified)	-5	-10	5	4	7
50	C=CCN1C=C(C(=O)c2ccccc2)C(=O)CC1	-8	-9	5	1	x
51	COCCCn1c(=O)/c(=C\c2ccccc2OC(C)C)s/c1=C(/C#N)C(=O)Nc1ccc(C(=O)O)cc1	-1	-5	-118	-72	10
52	CCOc1ccc(CCNC(=O)CS(=O)(=O)Cc2nc(-c3ccccc3F)oc2C)cc1	-6	7	12	1	-5
53	O=C(C1CCC1)N1CCc2cc(S(=O)(=O)NC3CCCC3)ccc21	-4	-3	15	1	14

item	SENP8 block-2	SENP7 block	Apaf1 inhib	SENP6 inh
46	2	-2	2	-1
47	6	0	21	-6
48	-7	-10	1	-10
49	4	-7	19	2
50	x	x	x	x
51	6	-2	28	3
52	3	-3	19	6
53	-1	3	5	-1

# No enrichment for hits (roughly 4.1% active in at least one column).
